Bioassay records: PubChem, National Center for Advancing Translational Sciences (NCATS)
BAZ2B inh = inhibitors of human BAZ2B bromodomain; Q9UIF8; AlphaScreen BAZ2B-H3K14Ac peptide displacement; Potency, µM (highest dose often 114 µM), for the others: top-dose activity change, negative = inhibition, hits mostly inhibitors; actives 4.4% (n = 360,000); AID 504333; also: potency is read from the fitted curve at half-maximal effect; % is scaled to controls: 0 for no effect and ±100 for the full control effect; nearly all actives have a fitted effect of over 60% in size
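AlphaScreen displacement: compounds (up to 110uM) incubated 30 min at room temperature with a preformed 50 nM BAZ2B/50 nM biotinylated H3K14Ac peptide complex in PBS pH 7.4 with Tween-20. Donor and acceptor beads at 10 ug/mL final added, 20 min light-protected before reading.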
GLS inh = blocks human kidney-isoform glutaminase activity | actives 0.21% (n = 410,000) | GLS enzymatic activity, qHTS titration | O94925 | Potency, µM (titrated, usually from 45.5 µM), for the others: at the top dose activity change, negative = inhibition, hits mostly inhibitors; also: potency is read from the fitted curve at half-maximal effect; % is scaled to controls: 0 for no effect and ±100 for the full control effect
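Enzyme dispensed in phosphate buffer (45 mM, pH 8.2, 0.02% Tween-20), compounds pinned in, then 1 mM L-glutamine solution and the glutamate oxidase–HRP–Amplex Red mix added; fluorescence read immediately and again after 30 min at room temperature.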
HP1b chromo inh = HP1-beta chromodomain-methylated histone interaction inhibition. AID 540317. P83916. actives 0.56% (n = 390,000). AlphaScreen HP1-beta / biotin-H3K9me3 peptide binding. Potency, µM (highest dose often 114 µM), inactives show at the highest dose activity change, negative = inhibition, actives largely listed as inhibitors; also: potency is read from the fitted curve at half-maximal effect; nearly all actives have a fitted effect of over 70% in size; inactives centre near 23
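HP1-beta protein (50 nM final) preincubated 30 min at room temperature with biotinylated H3(1-18)K9me3 peptide (50 nM) in PBS pH 7.4, 0.01% Tween-20, then compound added for 30 min. AlphaScreen streptavidin donor/nickel chelate acceptor beads (10 ug/mL final), 30 min dark, luminescence read.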
PGK inhibitor = inhibitors of T. brucei phosphoglycerate kinase | P07378 | PGK/GAPDH coupled, Kinase-Glo luminescence, 60 min | Potency, µM (top dose mostly 57.5 µM), for inactives: at the top dose activity change, negative = inhibition, most hits filed as inhibitors | actives 0.043% (n = 380,000) | AID 602233; also: potency is read from the fitted curve at half-maximal effect; % is scaled to controls: 0 for no effect and ±100 for the full control effect; nearly all actives have a fitted effect of over 60% in size
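Luminescent ATP detection (Kinase-Glo Plus) follows a 60-minute room-temperature incubation, with wells lacking PGK as controls. Buffer: 100 mM TEA (pH 7.6), 5 mM MgCl2, 0.01% Tween-20. Coupling enzyme GAPDH (100 nM final) supplies unstable 1,3-BPG in-well.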
ERG Ets-DNA blk = inhibitors of human ERG Ets domain-DNA interaction; P11308; fluorescence polarization, His-ERG Ets domain / labelled DNA; Potency, µM (titrated, usually from 76.9 µM), for inactives: at the top dose FP activity, negative = inhibition, usual class: inhibitors; actives 0.028% (n = 370,000); AID 624246; active = well fitted inhibition curve with a large enough effect in the polarisation, with a control signal flat; inconclusive = small, poorly fitted or top-dose-only effect, or effect the other way, or a change in a side signal; inactive = no such curve, though single readings can be large or run the other way; the % refers to the polarisation;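 also: polarization taken with two DNA probes labelled with fluorescein and Texas red; potency is read from the fitted curve at half-maximal effect; % of control where 0% means no effect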
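His-tagged ERG Ets domain (1 uM in the protein solution; 300mM KCl, 50mM Tris-HCl, 1mM EDTA, 1mM DTT, pH 7.5) received compound, then a probe mix of 5 nM fluorescein-DNA and 100nM Texas-615-DNA. Fluorescence polarization was read for both dyes.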
PI4K2A block = PI4K2A (human) kinase inhibition. purified PI4K2A, ADP-Glo luminescence, 1 h; hits give low values. actives 0.13% (n = 420,000). AID 1346378. activity change, negative = inhibition, % at 76.9 µM; in the data active = activity change below about -50%; inconclusive = mostly about -30% to -49%;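 also: -100% = wells without enzyme as full effect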
Target sequence (Q9BTU6 whole entry, looked up): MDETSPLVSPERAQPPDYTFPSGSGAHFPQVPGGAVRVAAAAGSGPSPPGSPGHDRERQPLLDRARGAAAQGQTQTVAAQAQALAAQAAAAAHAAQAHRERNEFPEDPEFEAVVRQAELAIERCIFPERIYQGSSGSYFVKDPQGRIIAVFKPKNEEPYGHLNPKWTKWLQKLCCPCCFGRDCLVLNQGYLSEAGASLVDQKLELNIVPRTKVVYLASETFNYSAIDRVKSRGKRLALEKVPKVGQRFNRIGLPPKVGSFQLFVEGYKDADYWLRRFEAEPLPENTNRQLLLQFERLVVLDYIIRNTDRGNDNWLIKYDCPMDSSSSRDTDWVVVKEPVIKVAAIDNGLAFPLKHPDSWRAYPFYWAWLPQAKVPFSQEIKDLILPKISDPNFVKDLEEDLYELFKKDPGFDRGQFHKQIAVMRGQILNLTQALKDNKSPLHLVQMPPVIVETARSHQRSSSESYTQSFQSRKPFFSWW
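Compounds are screened against recombinant PI4K2A using PI as substrate and ATP, the latter dispensed at 300 microM. Reactions run one hour at ambient temperature before ADP-Glo detection; full inhibition defined by wells lacking enzyme.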
G9a block = inhibitors of human histone lysine methyltransferase G9a; Q96KQ7; G9a H3K9 monomethylation, AlphaScreen, 2 h; Potency, µM (top dose mostly 102 µM), without a hit: top-dose activity, negative = inhibition, usual class: inhibitors; actives 8.8% (n = 350,000); AID 504332; also: potency is read from the fitted curve at half-maximal effect; % is scaled to controls: 0 for no effect and ±100 for the full control effect; nearly all actives have a fitted effect of over 75% in size
Target sequence (Q96KQ7 913-1193 limits assumed): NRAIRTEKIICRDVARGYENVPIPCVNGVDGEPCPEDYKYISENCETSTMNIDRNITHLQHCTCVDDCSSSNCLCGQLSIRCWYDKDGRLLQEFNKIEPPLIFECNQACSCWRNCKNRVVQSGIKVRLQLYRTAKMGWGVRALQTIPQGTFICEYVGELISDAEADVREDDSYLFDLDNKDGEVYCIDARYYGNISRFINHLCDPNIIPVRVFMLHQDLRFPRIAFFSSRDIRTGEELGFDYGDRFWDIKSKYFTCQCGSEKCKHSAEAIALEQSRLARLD
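Enzyme 20 nM + cpd, 15 min RT; add b-H3K9 pep 500 nM / SAM 20 uM; 2 h RT; anti-H3K9me1 Ab 0.5 ug/mL + SA donor / anti-rabbit acceptor beads 20 ug/mL each, 10 min; AlphaScreen read.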
JMJD2A Tudor inh = blocks the human JMJD2A Tudor domain. O75164. AlphaScreen JMJD2A-Tudor / H3K4me3 peptide binding. Potency, µM (top dose mostly 114 µM), without a hit: top-dose activity change, negative = inhibition, actives largely listed as inhibitors. actives 4.4% (n = 390,000). AID 504339; also: potency is read from the fitted curve at half-maximal effect; % is scaled to controls: 0 for no effect and ±100 for the full control effect; nearly all actives have a fitted effect of over 50% in size
Pin1 inh = human Pin1 inhibition; Q13526; Pin1 FP peptide displacement, HiFluor488, 10 min; Potency, µM (doses to about 115 µM), for the others: at the highest dose activity, negative = inhibition, hits mostly inhibitors; actives 0.009% (n = 390,000); AID 504891; active = well fitted inhibition curve with a large enough effect in the polarisation, with a control signal flat, not every such curve was filed as active; inconclusive = small, poorly fitted or top-dose-only effect, or effect the other way, or a change in a side signal; inactive = no such curve, though single readings can be large or run the other way; the % refers to the polarisation; also: potency is read from the fitted curve at half-maximal effect; % is scaled to controls: 0 for no effect and ±100 for the full control effect
Target sequence (Q13526 whole entry, looked up): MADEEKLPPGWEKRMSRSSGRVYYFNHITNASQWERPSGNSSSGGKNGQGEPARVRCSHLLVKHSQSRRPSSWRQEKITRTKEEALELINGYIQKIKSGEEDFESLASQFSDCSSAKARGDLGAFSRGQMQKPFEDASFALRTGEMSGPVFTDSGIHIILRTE
The depositor's hits bear a star; i = inactive; ? = inconclusive; / = no result given; [ ] = dose if it differs, or a comment. Unless noted, calls follow the shape of the dose curve; as a rule, active = well fitted curve in the direction sought with a large enough effect; inconclusive = small, poorly fitted or top-dose-only effect, or another doubt; inactive = no such curve, though single readings can be large; an effect the other way counts as inactive or inconclusive.

Start of the data: the first 2 records as a preview:
entry	BAZ2B inh	GLS inh	HP1b chromo inh	PGK inhibitor	ERG Ets-DNA blk	PI4K2A block	G9a block	JMJD2A Tudor inh	Pin1 inh	Compound
1	-3%	16%	31%	i	/	0	7%[59 µM]	-10%	6%	COc1ccnc(Nc2ccc(C)c(C)c2)c1C#N
2	/	-10%	30%	i	7%	0	/	4%	3%	CCC(=O)c1ccc(OCC(=O)Nc2ccc(S(=O)(=O)Nc3cc(C)nc(C)n3)cc2)cc1

Results, repeating the preview:
entry	BAZ2B inh	GLS inh	HP1b chromo inh	PGK inhibitor	ERG Ets-DNA blk	PI4K2A block	G9a block	JMJD2A Tudor inh	Pin1 inh	Compound
1	-3%	16%	31%	i	/	0	7%[59 µM]	-10%	6%	COc1ccnc(Nc2ccc(C)c(C)c2)c1C#N
2	/	-10%	30%	i	7%	0	/	4%	3%	CCC(=O)c1ccc(OCC(=O)Nc2ccc(S(=O)(=O)Nc3cc(C)nc(C)n3)cc2)cc1
3	-9%	7%	25%	3%	-2%	-6	0%	-8%	-12%	Cc1cc(=O)[nH]c(SCC(=O)Nc2nc3c(s2)CCCC3)n1
4	10%	-18%	46%[activator]	-4%	0%	0	5%[59 µM]	19%	?	Cc1cccc(NC(=O)c2sc3nc(-c4cc5ccc(O)cc5oc4=O)[nH]c(=O)c3c2C)c1
5	-8%	-11%	28%	-7%	-2%	7	10%	1%	2%	Cc1cc(C)n(C(=O)c2cccc([N+](=O)[O-])c2)n1
6	-31%	1%	32%	3%	2%	-2	6%	-11%	12%	Cc1nc2c(ccc3nc(NC(=O)Cc4ccccc4)sc32)s1
7	-5%	0%	29%	6%	-7%	-4	9%	-3%	-1%	CC(=O)NCCNC(=O)c1cccc(NS(=O)(=O)c2ccc3c(c2)OCCO3)c1
8	-10%	-14%	32%	-5%	7%	5	-33%	-17%	4%	O=C(c1ccc([N+](=O)[O-])cc1Cl)N1CCN(c2ccccn2)CC1
9	-37%	1%	36%	-11%	18%	-6	18µM*	-8%	2%	N#CC(C#N)=C1c2cc(S(N)(=O)=O)ccc2-c2ccc(S(N)(=O)=O)cc21
10	5%	2%	5%	-3%	14%	-5	23%	-4%	-15%	CC(C)N(C(=O)COC(=O)c1ccc(Cl)nc1)C(C)C
11	9%	-8%	63%[activator]	i	2%	0	23%[59 µM]	0%[11.4 µM]	10%	Cc1noc(C)c1COC(=O)CCc1ccc(S(=O)(=O)N2CCCCC2)cc1
12	4%	3%	17%	-2%	10%	-2	7%	-19%	-1%	O=C(c1ccc2nc(-c3ccccc3)c(-c3ccccc3)nc2c1)N1CCCCC1
13	-4%	3%	35%	4%	-7%	3	-10%[59 µM]	-3%	?	Cc1cc(C)cc(Oc2coc3cc(OC(=O)c4cccnc4)ccc3c2=O)c1
14	9%	18%	38%[activator]	15%	0%	4	15%	-15%	67%[activator]	Cc1noc(C)c1COc1ccc(C(=O)OCc2nnc(-c3ccc(Cl)cc3)o2)cc1
15	0%	3%	63%[activator]	i	0%	8	7%[59 µM]	-26%	13%	O=C(CN1C(=O)COc2ccc(S(=O)(=O)N3CCCCCC3)cc21)NCc1ccc(Cl)cc1
16	-16%	-2%	24%	5%	1%	-1	49%	-14%	-3%	O=C(CSc1nnc(-c2ccco2)o1)Nc1cccc([N+](=O)[O-])c1
17	-18%	8%	44%[activator]	i	0%	0	4%[59 µM]	-19%	0%	CCC(O)c1nc2ccccc2n1Cc1cc(C)ccc1C (stereo not drawn)
18	?	1%	6%	i	31%[activator]	6	-15%[2.33 µM]	?	?	C=CCn1c(O)c(N=Nc2ccccc2O)c2ccccc21
19	/	-4%	48%[activator]	-6%	18%	-7	-28%	-6%	7%	COC(=O)c1ccc2c(=O)[nH]c(CCl)nc2c1
20	5%	-6%	34%	8%	3%	0	5%[59 µM]	11%	-2%	Cc1ccccc1Cn1c(=O)n(CCc2ccccc2)c(=O)c2ccccc21
21	-5%	0%	30%[activator]	9%	-4%	1	/	-10%	-3%	Cc1nnc(C)c2c(C)n(N)c(C)c12
22	?	5%	7%	5%	-1%	-1	-37%	-23%	6%	COc1ccccc1C(=O)Nc1ccccc1C(=O)NCc1ccco1
23	-9%	-15%	15%	-17%	3%	-23	/	-5%	19%	COc1cccc(/C=N/NC(=O)c2ccoc2C)c1
24	/	-10%	?	-7%	9%	25	/	7.1µM*	-3%	O=C(c1ccccc1)c1ccc(Oc2ccc([N+](=O)[O-])cc2[N+](=O)[O-])cc1
25	-16%	5%	35%	-2%	12%	0	/	-6%	1%	C=CC[N+]1(CC(=O)NCc2ccc(NC(C)=O)cc2)CCOCC1

Marked active in JMJD2A Tudor inh, of those listed so far:
entry	BAZ2B inh	GLS inh	HP1b chromo inh	PGK inhibitor	ERG Ets-DNA blk	PI4K2A block	G9a block	JMJD2A Tudor inh	Pin1 inh	Compound
24	/	-10%	?	-7%	9%	25	/	7.1µM*	-3%	O=C(c1ccccc1)c1ccc(Oc2ccc([N+](=O)[O-])cc2[N+](=O)[O-])cc1

Following part
entry	BAZ2B inh	GLS inh	HP1b chromo inh	PGK inhibitor	ERG Ets-DNA blk	PI4K2A block	G9a block	JMJD2A Tudor inh	Pin1 inh	Compound
26	0%	1%	29%	-12%	-4%	0	8%	2%	-9%	O=C(O)CC(c1ccccc1F)N1Cc2ccccc2C1=O (stereo not drawn)
27	13%	0%	50%[activator]	i	4%	0	-35%	-1%	-12%	Cc1cnc(C(=O)N2CCCC(C(=O)c3ccc(C(C)(C)C)cc3)C2)cn1 (stereo not drawn)
28	?	-28%	?	?	83%[activator]	-8	?	63µM*	?	N#C/C(=C\c1coc2ccc(O)cc2c1=O)C(=O)Nc1nc2ccccc2s1
29	-3%	-2%	36%	-9%	0%	4	8%	-8%	1%	CCOC(=O)N1CCN(Cc2nc3cc(NC(C)=O)ccc3n2CC)CC1
30	?	-11%	10%	-19%	5%	-27	45µM*	?	-2%	CC(C)n1cnc2cc(NCc3nc4ccccc4n3C)ccc21
31	0%	-10%	24%	-1%	0%	0	?	-6%	1%	NC(=O)C1CCN(C(=O)c2cc3ccccc3cc2O)CC1
32	1%	2%	42%[activator]	i	8%	0	-7%[59 µM]	-18%	-6%	COc1ccc(CCNC(=O)CSc2ncn[nH]2)cc1
33	17%	16%	39%[activator]	i	1%	1	/	-9%	-7%	O=C1CCCc2c1nc(-c1ccc([N+](=O)[O-])cc1)n2O
34	-18%	-5%	-3%	-5%	-5%	4	10%	5%[57.1 µM]	-5%	O=C(CCC(=O)N1CCN(c2ccccc2F)CC1)N1CCN(c2ccc(F)cc2)CC1
35	/	-9%	5%	2%	-1%	5	/	-14%	7%	COc1ccc(C(=O)O/N=C/c2ccc(S(=O)(=O)c3ccc(Cl)cc3)nc2)cc1
36	11%	-3%	29%	6%	6%	3	8%[2.33 µM]	-4%	34%[activator]	O=C(Nc1c(Cl)cc(Cl)cc1-c1nc2ccccc2s1)c1ccc(Br)o1
37	-3%	-6%	45%[activator]	-9%	-12%	1	-9%[12.7 µM]	-3%	1%	Cc1ccccc1/C=N/NC(=O)c1ccc(-n2cnnn2)cc1
38	/	-14%	43%[activator]	0%	16%	8	2%	8%	3%	CC(C)Oc1ccc(C(=O)NCC(=O)OCC(=O)N(C)Cc2cccs2)cc1
39	9%	13%	33%	-2%	7%	13	-2%	-5%	-11%	CCOc1ccccc1NC(=O)CSc1nncc2ccccc12
40	-4%	-13%	32%	-10%	4%	1	?	9%	-3%	COc1ccccc1Nc1nn2c(=O)c3ccc(C(=O)Nc4ccc(F)cc4)cc3nc2s1
41	4%	3%	34%	-4%	14%	-4	0%	-14%	-1%	Cc1ccc(NC(=O)CN(C)S(=O)(=O)c2ccc3[nH]c(=O)oc3c2)c(C)c1
42	?	3%	21%	-3%	-1%	5	-9%[59 µM]	-5%	3%	CCn1c(=O)c2cc(C(=O)N(CCN(C)C)Cc3ccccc3)sc2c2ccccc21

Part of the list above with just PGK inhibitor and JMJD2A Tudor inh.
item	SMILES	PGK inhibitor	JMJD2A Tudor inh
27	Cc1cnc(C(=O)N2CCCC(C(=O)c3ccc(C(C)(C)C)cc3)C2)cn1 (stereo not drawn)	i	-1%
39	CCOc1ccccc1NC(=O)CSc1nncc2ccccc12	-2%	-5%

Molecules shown so far that contain fluorine:
entry	BAZ2B inh	GLS inh	HP1b chromo inh	PGK inhibitor	ERG Ets-DNA blk	PI4K2A block	G9a block	JMJD2A Tudor inh	Pin1 inh	Compound
26	0%	1%	29%	-12%	-4%	0	8%	2%	-9%	O=C(O)CC(c1ccccc1F)N1Cc2ccccc2C1=O (stereo not drawn)
34	-18%	-5%	-3%	-5%	-5%	4	10%	5%[57.1 µM]	-5%	O=C(CCC(=O)N1CCN(c2ccccc2F)CC1)N1CCN(c2ccc(F)cc2)CC1
40	-4%	-13%	32%	-10%	4%	1	?	9%	-3%	COc1ccccc1Nc1nn2c(=O)c3ccc(C(=O)Nc4ccc(F)cc4)cc3nc2s1
